From PubChem
DDE Tn6 FP inh = inhibitors of Tn6 peptide binding to fibrin DD(E), primary screen, biochemical, fluorescence polarization, human fibrin, Tn6 probe | Fibrinogen beta chain (Homo sapiens), P02675 | 370,000 compounds, 0.21% hits | Fibrin DD(E) TRITC-Tn6 fluorescence polarization displacement | inhibition, % at 8.3 µM;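 active = inhibition above a per-campaign cutoff: mean of compounds within control limits plus 3 SD, cut at about 15% in these data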;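 note: 0% = median of all compound wells on the plate and 100% = blocking peptide control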
Tn7 DDE FP = inhibitors of Tn7 peptide binding to fibrin DD(E), primary screen, biochemical, fluorescence polarization, human fibrin, Tn7 probe; inhibition, % at 8.3 µM; FP displacement of FITC-Tn7 peptide from fibrin DD(E); 0% = median of compound wells per plate; Fibrinogen beta chain (Homo sapiens), P02675; 370,000 compounds, 0.13% hits;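 active = inhibition above the mean of compounds falling within the control limits plus 3 SD of them, cut at about 14% in these data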;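 note: 0% = plate median of compound wells and 100% = 10 µM Aha-Tn7 peptide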
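Assay system: Human clot-derived fibrin DD(E) complex | Buffer or medium: Tris/NaCl/CaCl2 buffer, pH 7.8 | Repeats: One replicate per compound | Benchmarks: Aha-Tn7 high control | Measure: % inhibition scaled between sample-field median and high-control FP | Schedule: 10 min plus 3 h, room temperature | Signal: Fluorescence polarization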
ADAM10 inh = human ADAM10 inhibitors, primary screen, biochemical, QFRET, HTS; Disintegrin and metalloproteinase domain-containing protein 10 (Homo sapiens), O14672; recombinant ADAM10, EDANS/DABCYL FRET peptide cleavage, 3 h; inhibition, % at 7 µM; 370,000 compounds, 0.62% hits; AID 720582, 2013;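 active = inhibition above a per-campaign cutoff equal to the mean of compounds falling between control-based bounds plus 3 SD, cut at about 20% in these data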;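 note: 0% = DMSO wells while the 100% control is not disclosed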
SIAE primary = human SIAE inhibitors, primary screen, biochemical, fluorescence polarization, FP-Rh probe, 1536-well HTS; SIAE FP-Rh probe binding; inhibition, % at 9.66 µM; 370,000 compounds, 0.69% hits; AID 1053197, 2014;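 active = inhibition above a cutoff: mean of compounds within the control limits plus 3 SD of those, cut at about 17% in these data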;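 note: 0% = plate median of compound wells and 100% = probe without SIAE protein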
Target sequence (Q9HAT2 whole entry, looked up): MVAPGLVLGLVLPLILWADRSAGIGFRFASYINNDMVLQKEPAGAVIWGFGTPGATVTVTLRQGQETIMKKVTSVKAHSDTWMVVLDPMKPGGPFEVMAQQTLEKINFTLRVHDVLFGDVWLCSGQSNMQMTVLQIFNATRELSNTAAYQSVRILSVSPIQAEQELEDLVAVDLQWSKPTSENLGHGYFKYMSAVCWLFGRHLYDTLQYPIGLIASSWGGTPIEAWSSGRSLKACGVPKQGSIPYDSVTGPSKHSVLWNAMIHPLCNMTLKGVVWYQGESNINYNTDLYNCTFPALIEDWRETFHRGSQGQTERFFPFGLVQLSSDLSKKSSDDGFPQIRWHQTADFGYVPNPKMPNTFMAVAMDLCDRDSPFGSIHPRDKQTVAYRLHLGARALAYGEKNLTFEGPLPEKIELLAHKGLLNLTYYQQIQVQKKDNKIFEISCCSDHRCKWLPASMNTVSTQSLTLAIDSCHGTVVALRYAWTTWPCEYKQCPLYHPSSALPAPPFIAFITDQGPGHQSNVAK
TDP2 absorb = human TDP2 enzyme inhibitors, primary screen, biochemical, epi absorbance, recombinant enzyme | 370,000 compounds, 0.34% hits | T5PNP hydrolysis, p-nitrophenol absorbance 415 nm | inhibition, % at 12.8 µM | AID 720702, 2013 | Tyrosyl-DNA phosphodiesterase 2 (Homo sapiens), O95551;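 active = inhibition above the mean of all tested compounds plus 3 SD, set per campaign, cut at about 25% in these data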;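 note: 0% = DMSO with enzyme and 100% = buffer with substrate but no TDP2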
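Incubation: 2 h at 37 °C; Test system: recombinant human TDP2; Quantity: enzyme 120 nM; Read-out basis: percent inhibition; Medium: 50 mM Tris-HCl pH 7.5 with Mg2+, KCl, DTT, BSA; Repeats: single replicate; Compound: 12.8 µM single point, 1% DMSO; Signal: epi absorbance; Reagent: 5 mM T5PNP chromogenic substrate; Benchmarks: no-enzyme high, DMSO-plus-enzyme low.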
PLCb3 inh = human PLC-beta3 inhibitors, primary screen, biochemical, fluorescence; 1-phosphatidylinositol 4,5-bisphosphate phosphodiesterase beta-3 (Homo sapiens), Q01970; AID 720704, 2013; Purified PLC-beta3, fluorogenic substrate; 370,000 compounds, 0.18% hits; inhibition, % at 12.2 µM; in the data active = inhibition above about 11%;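 note: 0% = median of compound wells on plate and 100% = full blocker control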
ASAP1 inh = inhibitors of human ASAP1 ArfGAP activity, primary screen, biochemical, fluorescence polarization; AID 624377, 2012; ASAP1-stimulated ARF1 GTP hydrolysis, GDP FP detection; Arf-GAP with SH3 domain, ANK repeat and PH domain-containing protein 1 (Homo sapiens), …; 360,000 compounds, 0.19% hits; inhibition, % at 16.5 µM; in the data active = inhibition above about 25%;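 note: 0% = vehicle with enzyme and substrate and 100% = no enzyme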
PLC-gamma1 inh = PLC-gamma1 enzyme inhibitors, primary screen, biochemical, fluorescence, purified enzyme | fluorogenic substrate | inhibition, % at 12.2 µM | 370,000 compounds, 0.84% hits; in the data active = inhibition above about 9.5%
ARFGAP1 inhibitor = inhibitors of rat ARFGAP1 GAP activity, primary screen, biochemical, fluorescence polarization, GDP tracer; Arfgap1-stimulated ARF1 GTP hydrolysis, GDP FP detection; ADP-ribosylation factor GTPase-activating protein 1 (Rattus norvegicus), Q62848; 360,000 compounds, 0.26% hits; inhibition, % at 16.5 µM;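 active = inhibition above a per-plate limit, mean inhibition of low control wells plus 3 SD, cut at about 25% in these data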;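 note: 0% = DMSO wells with enzyme and 100% = wells lacking Arfgap1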
Target sequence (Q62848 1-136 limits assumed): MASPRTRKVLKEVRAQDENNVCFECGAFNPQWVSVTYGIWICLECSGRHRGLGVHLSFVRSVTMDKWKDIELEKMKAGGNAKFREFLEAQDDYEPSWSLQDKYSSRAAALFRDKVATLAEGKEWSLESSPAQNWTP
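Material: rat Arfgap1 catalytic domain, aa 1-136; also added: human ARF1(Δ1-17)-GTP substrate; compound dosing: one concentration, 16.5 µM, DMSO 1.26%; incubation: GTP hydrolysis reaction 2 h at 25 °C; measured by: Tracer-displacement fluorescence polarization with EDTA stop, 620/688 nm; evaluation: % inhibition from polarization; repeats: one replicate per compound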
ADAM17 inh = ADAM17 inhibitors, primary screen, biochemical, QFRET; Disintegrin and metalloproteinase domain-containing protein 17 (Homo sapiens), P78536; recombinant ADAM17, EDANS/DABCYL FRET peptide cleavage; inhibition, % at 6.95 µM; 370,000 compounds, 0.83% hits;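 active = inhibition above the mean of compounds lying between control limits plus 3 SD, set per campaign, cut at about 8.5% in these data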;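 note: 0% = DMSO-only wells as the low control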
Numbers without * were called inactive; i = inactive. Compounds were not picked by outcome; any-hit rate near 3.6%.

DDE Tn6 FP inh	Tn7 DDE FP	ADAM10 inh	SIAE primary	TDP2 absorb	PLCb3 inh	ASAP1 inh	PLC-gamma1 inh	ARFGAP1 inhibitor	ADAM17 inh	compound
1	3	6	9	1	-7	0	-1	4	0	O=C(CSc1ccccc1)NN1C(=O)c2ccccc2C1=O
-2	-5	5	-5	-2	2	12	4	7	-1	CC12CCC(C(=O)NCc3ccc4c(c3)OCO4)(C(=O)C1=O)C2(C)C (stereo not drawn)
-2	3	13	-5	-1	4	3	5	-6	2	CCC(=O)OCCNc1cc(SCCC(=O)OC)c2nonc2c1[N+](=O)[O-]
-4	-4	-33	-1	-2	-34	-2	-23	7	-10	COCCN(CCOC)Cc1cc(=O)oc2cc(C)c(C)cc12
4	8	-5	0	3	-7	-25	2	-6	-4	CCN(CC)CCCNC(=O)c1ccccc1NC(=O)C1=CSCCO1
-5	-6	-4	4	1	-10	10	-1	-1	0	Cc1cccc(N2CCN(C(=O)c3ccc4c(c3)CCN4S(C)(=O)=O)CC2)c1C
7	2	0	-3	1	0	1	9	-5	-3	C(=N\Nc1nc(N2CCCC2)nc(N2CCCC2)n1)/c1ccncc1
-6	1	7	-7	11	-6	-10	2	9	-4	O=C(CCCN1C(=O)c2cccnc2Oc2ccc(Cl)cc21)N1CCCCC1
-2	6	-15	1	1	-1	-12	-3	-12	-2	Cc1ccc(Cl)cc1N1CCN(S(=O)(=O)c2ccc3[nH]c(=O)ccc3c2)CC1
5	0	i	8	1	i	0	-487	-1	i	O=C(O)c1cc(-c2ccco2)nc2ccccc12
-4	-4	-88	-1	1	-309	7	-210	-2	-36	CC(C)(C)C(=O)Nc1sc2c(c1-c1nc3ccccc3[nH]1)CCCC2
10	2	2	2	-5	-5	-12	3	11	4	COc1ccccc1CN1CC(C(=O)NCc2cc(F)cc(C(F)(F)F)c2)CCC1=O (stereo not drawn)
-4	-6	-5	5	-10	-10	-16	-3	6	-4	O=C(Cn1c(=O)oc2ccccc21)Nc1n[nH]c(=S)s1
0	-2	-5	4	4	2	12	-1	-7	-1	COc1cccc(-n2c(SCC(=O)N3CCOCC3)nnc2-c2c[nH]c3ccccc23)c1
-1	-6	0	-7	-9	-7	-10	-1	-13	-3	Cn1nc(C2CC2)cc1NC(=O)CC(CC(=O)O)c1ccccc1 (stereo not drawn)
3	4	2	-2	12	4	-11	3	2	0	CN1C(=O)[C@@H]2C[C@@]3([C@@]45C[C@H]6C(=O)N(C)[C@@H](Cc7ccccc7)C(=O)N6[C@@H]4Nc4ccccc45)c4ccccc4N[C@H]3N2C(=O)[C@@H]1Cc1ccccc1
-4	5	0	-5	4	2	-3	1	8	2	O=c1[nH]nc(SC2CCCCC2)c(=O)[nH]1
-1	4	7	3	-5	-2	11	4	4	1	NC(=S)N=Nc1c(O)n(CCCl)c2ccc(Cl)cc12
7	-3	3	2	4	-7	8	-4	4	-1	COc1cc(C(=O)Nc2ccccc2C2COC(=O)C2=N)cc(OC)c1OC (stereo not drawn)
7	-3	14	2	-9	-2	1	4	2	-1	Cc1nc(C)n(C(C)CNC(=O)c2ccccc2)n1 (stereo not drawn)

Three of the entries above in order of their number in TDP2 absorb, low to high:
SMILES	DDE Tn6 FP inh	Tn7 DDE FP	ADAM10 inh	SIAE primary	TDP2 absorb	PLCb3 inh	ASAP1 inh	PLC-gamma1 inh	ARFGAP1 inhibitor	ADAM17 inh
O=C(Cn1c(=O)oc2ccccc21)Nc1n[nH]c(=S)s1	-4	-6	-5	5	-10	-10	-16	-3	6	-4
Cc1cccc(N2CCN(C(=O)c3ccc4c(c3)CCN4S(C)(=O)=O)CC2)c1C	-5	-6	-4	4	1	-10	10	-1	-1	0
COc1cc(C(=O)Nc2ccccc2C2COC(=O)C2=N)cc(OC)c1OC (stereo not drawn)	7	-3	3	2	4	-7	8	-4	4	-1

Further compounds.
DDE Tn6 FP inh	Tn7 DDE FP	ADAM10 inh	SIAE primary	TDP2 absorb	PLCb3 inh	ASAP1 inh	PLC-gamma1 inh	ARFGAP1 inhibitor	ADAM17 inh	compound
-2	-3	-9	5	8	-1	-10	3	1	-4	C[C@H](CO)N1C[C@H](C)[C@@H](CN(C)Cc2cccc(C(=O)O)c2)Oc2cc(Br)ccc2S1(=O)=O
-4	-1	-7	-6	-6	-4	4	1	1	-4	COc1ccccc1C(CCNCc1ccccc1)c1ccc(OC(C)C)cc1 (stereo not drawn)
8	-6	i	-2	3	i	19	-428	11	i	CC(NC(=O)c1cc2c(=O)n3ccccc3nc2n(CC2CCCO2)c1=N)c1ccccc1 (stereo not drawn)
-1	3	7	3	-1	-8	2	0	2	-5	Nc1cc(Cc2ccccc2)ccc1O
9	2	-2	-4	-5	-17	-5	-3	6	-3	CCC(NC(=O)c1ccc2nc(Cc3ccc(OC)cc3)oc2c1)c1ccncc1 (stereo not drawn)

Nothing new here: 9 of the compounds above.
DDE Tn6 FP inh	Tn7 DDE FP	ADAM10 inh	SIAE primary	TDP2 absorb	PLCb3 inh	ASAP1 inh	PLC-gamma1 inh	ARFGAP1 inhibitor	ADAM17 inh	compound
0	-2	-5	4	4	2	12	-1	-7	-1	COc1cccc(-n2c(SCC(=O)N3CCOCC3)nnc2-c2c[nH]c3ccccc23)c1
-1	-6	0	-7	-9	-7	-10	-1	-13	-3	Cn1nc(C2CC2)cc1NC(=O)CC(CC(=O)O)c1ccccc1 (stereo not drawn)
3	4	2	-2	12	4	-11	3	2	0	CN1C(=O)[C@@H]2C[C@@]3([C@@]45C[C@H]6C(=O)N(C)[C@@H](Cc7ccccc7)C(=O)N6[C@@H]4Nc4ccccc45)c4ccccc4N[C@H]3N2C(=O)[C@@H]1Cc1ccccc1
-4	5	0	-5	4	2	-3	1	8	2	O=c1[nH]nc(SC2CCCCC2)c(=O)[nH]1
-1	4	7	3	-5	-2	11	4	4	1	NC(=S)N=Nc1c(O)n(CCCl)c2ccc(Cl)cc12
7	-3	3	2	4	-7	8	-4	4	-1	COc1cc(C(=O)Nc2ccccc2C2COC(=O)C2=N)cc(OC)c1OC (stereo not drawn)
7	-3	14	2	-9	-2	1	4	2	-1	Cc1nc(C)n(C(C)CNC(=O)c2ccccc2)n1 (stereo not drawn)
-2	-3	-9	5	8	-1	-10	3	1	-4	C[C@H](CO)N1C[C@H](C)[C@@H](CN(C)Cc2cccc(C(=O)O)c2)Oc2cc(Br)ccc2S1(=O)=O
-4	-1	-7	-6	-6	-4	4	1	1	-4	COc1ccccc1C(CCNCc1ccccc1)c1ccc(OC(C)C)cc1 (stereo not drawn)
